DT40 TDP1 no CPT = qHTS for Inhibitors of human tyrosyl-DNA phosphodiesterase 1 (TDP1): qHTS in cells in absence of CPT; DT40 Tdp1-/- hTDP1 cells, no CPT, ATP luminescence, 48 h; Potency, µM (titrated, usually from 46.2 µM), without a hit: at the highest dose activity change, negative = growth inhibition, usual class: inhibitors; 420,000 tested, 15% active; note: nearly all actives have a fitted effect of over 55% in size
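Stably hTDP1-transfected Tdp1-null chicken DT40 cells were treated with library compounds minus camptothecin and grown for at least 48 hr at 37 °C, after which cellular ATP was quantified by luminescence.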
TDP1 cell CPT = qHTS for Inhibitors of human tyrosyl-DNA phosphodiesterase 1 (TDP1): qHTS in cells in presence of CPT. AID 686979, 2013. Potency, µM (highest dose often 46.2 µM), for inactives: at the highest dose activity change, negative = growth inhibition, usual class: inhibitors. chicken DT40 Tdp1-/-;hTDP1 cells + 20 nM CPT, ATP luminescence, 48 h. 420,000 tested, 12% active; note: nearly all actives have a fitted effect of over 55% in size
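Chicken DT40 Tdp1-/- cells stably complemented with human TDP1 were seeded at 400 cells/well in medium containing 20 nM camptothecin, exposed to pin-transferred compounds, and grown at 37 °C for at least 48 hr. Viability was read as ATP luminescence.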
TDP1 inh = qHTS Assay for Inhibitors of Tyrosyl-DNA Phosphodiesterase (TDP1) | recombinant TDP1, AlphaScreen DNA substrate cleavage | 350,000 tested, 0.28% active | Tyrosyl-DNA phosphodiesterase 1 (Homo sapiens), Q9NUW8 | Potency, µM (doses to about 130 µM), for the others: top-dose activity change, negative = inhibition, hits mostly inhibitors | AID 485290, 2010; note: nearly all actives have a fitted effect of over 40% in size
Target sequence (Q9NUW8 whole entry, looked up): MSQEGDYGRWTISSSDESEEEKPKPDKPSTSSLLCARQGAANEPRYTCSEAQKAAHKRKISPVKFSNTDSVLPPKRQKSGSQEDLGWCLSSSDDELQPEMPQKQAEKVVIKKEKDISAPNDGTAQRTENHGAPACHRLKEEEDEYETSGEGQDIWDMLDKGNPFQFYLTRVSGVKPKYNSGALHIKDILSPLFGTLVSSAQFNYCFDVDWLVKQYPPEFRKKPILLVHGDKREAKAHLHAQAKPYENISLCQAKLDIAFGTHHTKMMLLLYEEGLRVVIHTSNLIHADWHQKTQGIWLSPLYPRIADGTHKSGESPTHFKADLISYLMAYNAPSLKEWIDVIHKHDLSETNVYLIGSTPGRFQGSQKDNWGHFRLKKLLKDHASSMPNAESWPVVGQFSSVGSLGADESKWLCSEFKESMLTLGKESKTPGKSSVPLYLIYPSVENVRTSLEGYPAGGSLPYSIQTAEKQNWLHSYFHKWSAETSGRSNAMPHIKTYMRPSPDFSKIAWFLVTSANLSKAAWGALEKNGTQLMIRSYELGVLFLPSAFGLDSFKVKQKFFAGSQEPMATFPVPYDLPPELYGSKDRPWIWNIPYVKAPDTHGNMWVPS
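Signal: AlphaScreen proximity between streptavidin donor and anti-FITC acceptor beads on intact substrate. Reaction: Tdp1 1 nM, substrate 15 nM final, 5 min RT after 15 min compound preincubation.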
Starred values were filed as active, the others as inactive; ? = inconclusive; . = not tested or not shown; & = joins results of further samples; ! = a repeat was not active; [ ] = another dose, or the depositor's remark. Calls come from the whole dose curve; as a rule, active = well fitted curve in the direction sought with a large enough effect; inconclusive = small, poorly fitted or top-dose-only effect, or another doubt; inactive = no such curve, though single readings can be large; an effect the other way counts as inactive or inconclusive. % is set by controls: 0 for no effect and ±100 for the full control effect; potency is the fitted concentration of half-maximal effect.

The line under a structure holds: DT40 TDP1 no CPT | TDP1 cell CPT | TDP1 inh
> CN1c2ccccc2C(C)(C)C12CCCC(=O)N2 (stereo not given)
 : ? | 29µM* | 9%
> CC(OC(=O)c1snc(C(=O)NC2CCCCC2)c1N)C(=O)NC(C)(C)C (stereo not given)
 : 13µM* | 14µM* | 2%
> COC(=O)CSc1cc([N+](=O)[O-])ccc1NC(=O)OC
 : 3% | 1% | 4%
> COc1ccc2[nH]c(C(=O)NCCc3ccccc3)cc2c1
 : -22% | 12% | 2%
> COCCCN1C(=O)C(=O)/C(=C(/O)c2ccccc2)C1c1ccc(N(C)C)cc1 (stereo not given)
 : 4% | 1% | 3%
> Cn1c(=O)n(Cc2ccccc2Cl)c2ccccc21
 : 18µM* | ? | 2%
> COC(=O)CC1=NN(c2nc3ccccc3s2)C(=O)/C1=C/N(C)C
 : 0% | -16% | 8%
> COc1ccc2[nH]c3c(c2c1)CCN1C(=O)C(CC(=O)NC(C)(C)C)C[C@H](C(=O)N2CCCCC2)[C@@]31C (stereo not given in full)
 : -28% | -22% | 1%[56.1 µM]
> NC(=O)C1CCCN(Cc2c(C(=O)N3CCc4ccccc4C3)nc3ccc(Cl)cn23)C1 (stereo not given)
 : -7% | -2% | 3%
> O=C(Cc1cn2ccsc2n1)OCc1ccccc1
 : ? | -25% | 7%
> COc1ccc(-c2sc3ccccc3c2/C=C/c2ccncc2)cc1
 : 16µM* | ? | -6%
> O=C(COc1ccccc1)NC1CCS(=O)(=O)C1 (stereo not given)
 : -3% | -2% | -10%
> CCOC(=O)C1=NOC(C(=O)NN(C)c2ncc(C(F)(F)F)cc2Cl)C1 (stereo not given)
 : -9% | -3% | 0%
> COCCNC(=O)C1(C)CCCN(C(=O)c2ccccc2F)C1 (stereo not given)
 : -1% | -7% | .
> Cc1ccc(S(=O)(=O)NNC(=O)CCCCC(=O)NNS(=O)(=O)c2ccc(C)cc2)cc1
 : -16% | 2% | -2%
> COc1ccc(Cc2c(-c3cccc(Br)c3)nc3ccc(Br)cn23)c(C)c1
 : ? | ? | .
> C[C@@H]1CC[C@@]2(O[C@H](CCO)C[C@@H](O)[C@@H]2O)O1
 : -1% | -4% | 3%
> COCCCN1CN(S(=O)(=O)c2ccc(C)cc2C)c2nc3ccccc3nc21
 : -4% | -5% | 1%
> COc1ccccc1-c1nnc(NC(=O)c2cccc(N3C(=O)CCC3=O)c2)o1
 : 7% | 3% | 1%
> CCCc1c(C(=O)N/N=C/c2ccc(OCc3ccccc3)c(OC)c2)nnn1-c1nonc1N
 : ? | ? | 5%
> CC(C)CC1(C)NC(=O)N(CC(=O)N2C(C)CCCC2C)C1=O (stereo not given)
 : 19% | -1% | 1%
> COc1ccc(-c2cc(C(=O)O)c3c(C)nn(-c4ccccn4)c3n2)cc1
 : 0% | 0% | -10%
> O=C(N/N=C/c1ccoc1)c1ccc(Cl)cc1Cl
 : 14% | -6% | .
> O=C(N1CCOCC1)N1CCN(C(c2ccccc2)c2ccccc2)CC1
 : -28% | -27% | 3%
> COc1cc(/C=C2/C(=O)NN(c3cccc(C)c3)C2=O)ccc1OC(=O)c1ccco1
 : ? | ? | -4%
> C[C@H]1CN([C@@H](C)CO)C(=O)CCCn2nncc2CO[C@H]1CN(C)S(=O)(=O)c1ccc(Oc2ccccc2)nc1
 : 8.2µM* | 10µM* | .
> CC1(C)Cc2ccccc2/C(=C/C(=O)N2CCCCCC2)N1
 : 26µM* | 16µM* | 7%
> O=c1ccc(-c2nc3ccccc3n2Cc2ccccc2Cl)c[nH]1
 : ? | -16% | 3%
> CCCCCN1CC(=O)N2Cc3[nH]c4ccccc4c3C[C@H]2C1=O
 : -15% | -16% | .
> COc1ccc(CN2CCNC(=O)C2CC(=O)NCC2CCOCC2)c(F)c1 (stereo not given)
 : -28% | 3% | 2%

Brought forward from above: 5 compounds, followed by the next part.
The line under a structure holds: DT40 TDP1 no CPT | TDP1 cell CPT | TDP1 inh
> C[C@H]1CN([C@@H](C)CO)C(=O)CCCn2nncc2CO[C@H]1CN(C)S(=O)(=O)c1ccc(Oc2ccccc2)nc1
 : 8.2µM* | 10µM* | .
> CC1(C)Cc2ccccc2/C(=C/C(=O)N2CCCCCC2)N1
 : 26µM* | 16µM* | 7%
> O=c1ccc(-c2nc3ccccc3n2Cc2ccccc2Cl)c[nH]1
 : ? | -16% | 3%
> CCCCCN1CC(=O)N2Cc3[nH]c4ccccc4c3C[C@H]2C1=O
 : -15% | -16% | .
> COc1ccc(CN2CCNC(=O)C2CC(=O)NCC2CCOCC2)c(F)c1 (stereo not given)
 : -28% | 3% | 2%
> COc1ccc(C(=O)OC(C(=O)c2ccc(C)cc2)c2ccccc2)cc1 (stereo not given)
 : ? | ? | 1%
> NC(=O)NCc1ccccc1
 : 2% | 13% | 8%&3%
> CSCCC(NC(=O)c1ccccc1Cl)C(=O)NCC(c1ccco1)N1CCCCC1 (stereo not given)
 : -2% | 1% | 5%
> COc1ccc(-c2csc3ncnc(NCCCO)c23)cc1
 : 8.2µM* | ? | .
> CCOC(=O)N1CCN(S(=O)(=O)N2CCCC(C(=O)NCc3ccc(OC)cc3)C2)CC1 (stereo not given)
 : -20% | -21% | 0%
> CCN(CC)S(=O)(=O)c1ccc(-c2cn3ccccc3n2)cc1
 : 15µM* | ? | .
> COc1ccccc1NC(=O)C(C)OC(=O)CCSc1ccc(F)cc1 (stereo not given)
 : -22% | -19% | .
> CN(C)/C=C(\C#N)C(=O)N/N=C(\CC(=O)C(F)(F)F)c1ccco1
 : 6% | 12% | 0%
> CCOC(=O)c1c(N)sc2c(O)c(Br)ccc12
 : -10% | 0% | -5%
> CCC(NC(=O)CCc1c(C)c2cc3c4c(oc3cc2oc1=O)CCCC4)C(=O)O (stereo not given)
 : -6% | -3% | .
> Cc1ccc(-n2c(C)cc(/C=N/Nc3ccc([N+](=O)[O-])cn3)c2C)cc1
 : -26% | -16% | 9%
> O=C(Nc1ccc(C(F)(F)F)cc1)c1cnc(N2CCN(c3ccccn3)CC2)c2ccccc12
 : ? | 21µM* | -1%
> Cc1ccc(NC(=S)NC(=O)C2CCCCC2)c(Br)c1
 : 15µM* | ? | -3%
> COC(=O)c1cnc[nH]1
 : ? | -13% | .
> O=C(NCCCCCCNC(=O)ON=C1CCCCC1)ON=C1CCCCC1
 : ? | ? | 8%&9%&6%
> CCOCCCNC(=S)N1CCC(NC(=O)C2CCCCC2)CC1
 : 23% | -2% | 1%
> Cc1cc(C(=O)Nn2c(-c3ccncc3)nc3ccccc3c2=O)ccc1[N+](=O)[O-]
 : -1% | -9% | 2%
> Cc1ccccc1Cn1c(=O)c2c(nc3n2CCN3Cc2ccco2)n(C)c1=O
 : 4% | -30% | .
> Cc1ccc(C(=O)NCCN2CCOCC2)cc1C
 : -5% | -18% | .
> CSc1cc(/C=N/O)c(SC)s1
 : ? | -22% | -6%
> Cc1c(NC(=O)CSc2nnc(-c3cccnc3)n2N)c(=O)n(-c2ccccc2)n1C
 : 15% | 5% | -1%
> C[C@H](CO)N1C[C@H](C)[C@@H](CN(C)S(=O)(=O)c2cn(C)cn2)Oc2ccc(NC(=O)C3CC3)cc2C1=O
 : 2% | 19% | 0%
> Cc1cc(C)cc(NC(=O)CCC(=O)Nc2nnc(C(C)C)s2)c1
 : 6% | -3% | 0%
> Cc1cccc(N(C)C(=O)CCS(=O)(=O)c2cccc3nonc23)c1
 : -12% | -6% | 4%
> CCOc1ccc(/C=C/C(=O)N2CCOCC2)cc1OC
 : -15% | 6% | .
> Cc1[nH]c2ccccc2c1C(=O)CN1C(=O)C(=O)N(CCC2=CCCCC2)C1=O
 : 3% | -10% | 1%
> Fc1ccc(Nc2ccnc(Nc3ccc(F)cc3)n2)cc1
 : 18µM* | 16µM* | -3%
> CSc1ncccc1C(=O)NCCN1Cc2ccccc2OC(c2ccccc2F)C1 (stereo not given)
 : ? | 12%[9.04 µM] | .
> Cc1cc(C(=O)NCc2cccnc2)cs1
 : 12% | -5% | 2%
> CCCn1c(NC(=O)C2CCN(C(=O)c3ccccc3C)CC2)nc2ccccc21
 : ? | 16µM* | .

A different layout for four compounds above.
Cc1ccccc1Cn1c(=O)c2c(nc3n2CCN3Cc2ccco2)n(C)c1=O
  DT40 TDP1 no CPT: 4%
  TDP1 cell CPT: -30%
  TDP1 inh: .

Cc1ccc(C(=O)NCCN2CCOCC2)cc1C
  DT40 TDP1 no CPT: -5%
  TDP1 cell CPT: -18%
  TDP1 inh: .

CSc1cc(/C=N/O)c(SC)s1
  DT40 TDP1 no CPT: ?
  TDP1 cell CPT: -22%
  TDP1 inh: -6%

Cc1c(NC(=O)CSc2nnc(-c3cccnc3)n2N)c(=O)n(-c2ccccc2)n1C
  DT40 TDP1 no CPT: 15%
  TDP1 cell CPT: 5%
  TDP1 inh: -1%

Further structures follow:
The line under a structure holds: DT40 TDP1 no CPT | TDP1 cell CPT | TDP1 inh
> Cc1cc(Cl)ccc1NC(=S)NCCc1ccc(Cl)cc1
 : ? | ? | .
> CN(C)S(=O)(=O)c1cccc(C(=O)Nc2cc3c(cc2C(=O)O)OCCCO3)c1
 : 9% | 21% | .
> C=CCn1c(N)c(C(=O)OCC(C)C)c2nc3ccccc3nc21
 : ? | ? | -2%
> COc1ccc(/C=N/NC(=O)COc2ccc3ccccc3c2)c(C(=O)O)c1OC
 : ? | 16µM* | 5%
> O=c1cc(O)nc(SCc2ccccc2Cl)[nH]1
 : 1% | 12% | 4%
> COc1ccc(/C=C/c2nc(C)c(-c3ccccc3)c(=O)[nH]2)cc1OC
 : -6% | -3% | 0%
> O=C(O)Cn1c2ccccc2c2nc3ccccc3nc21
 : -2% | -1% | .
> CCOc1ccc(N=C2NC(=O)S/C2=C\c2ccc(N(C)C)cc2)cc1
 : ? | -20% | 7%
> CCOC(=O)N1CCN(C(=O)CN2C(=O)NC(c3ccccc3)(c3ccccc3)C2=O)CC1
 : -21% | 9% | .
> CC(C)C[C@@H](CO)N1CCNCCC1=O
 : -17%&-2% | 5%&-23% | .
> CCCCC[C@H]1CN(C2CCCCC2)C(=O)[C@@H]1CC(=O)NCc1ccccc1
 : 13µM*! | 11µM* | .
> O=C1CN(C(=O)c2ccccn2)c2ccccc2N1
 : 4% | -30% | 4%
> O=C(NCCN1CCOCC1)c1ccc2c(c1)N(Cc1c(F)cccc1Cl)C(=O)c1ccccc1S2
 : ? | ? | 6%
> O=c1cc(CSc2ccc(S(=O)(=O)N3CCCCC3)cn2)nc2sccn12
 : ? | -23% | 4%
> c1ccc(-c2cc3ccccc3cn2)cc1
 : -16% | -2% | -11%
> COc1ccccc1-c1ccc2nnc(SC)n2n1
 : 0% | 8% | 2%
> NS(=O)(=O)c1ccc(NC(=O)c2csnn2)cc1
 : 4% | -3% | -2%
> Cc1ccc(/C=C2/SC(=S)N(CCCC(=O)Nc3ccc(O)cc3)C2=O)cc1
 : 23µM* | ? | .
> CCn1c(SCC(=O)Nc2ccc(Cl)cc2)nc2nc3c(cc2c1=O)CCCC3
 : ? | ? | 2%
> CCOc1ccc(NC(=O)CN2CCN(Cc3ccccc3)S2(=O)=O)cc1
 : ? | ? | -4%
> CCOc1ccc(Nc2nc(Cc3nnc(SCC(N)=O)o3)cs2)cc1
 : -13% | -4% | 7%
> CC(C)c1ccc(NC(c2nnc(-c3ccccc3)o2)c2ccc(F)cc2Cl)cc1 (stereo not given)
 : 18µM* | ? | 3%
> NC(=O)CC(NC(=O)c1ccccc1)c1ccc(NCCN2CCOCC2)c([N+](=O)[O-])c1 (stereo not given)
 : -4% | -8% | .
> CC(=O)NC(CC(=O)Nc1cccc(S(=O)(=O)N2CCOCC2)c1)c1ccccc1 (stereo not given)
 : ? | 1% | -6%
> CCc1ccc(NC(=O)C2CCCN(S(=O)(=O)c3ccc4c(c3)CC(C)N4C(C)=O)C2)cc1 (stereo not given)
 : 26µM* | 16µM* | .
> CCCCn1nnnc1C1(C)CCC(=O)N1Cc1cccnc1 (stereo not given)
 : -3% | 7% | .
> COc1ccc2cc(-c3[nH]ncc3CN3CCCC3c3nonc3C)ccc2c1 (stereo not given)
 : 23µM* | ? | 8%
> O=C1NC[C@@H](CCCCN2C[C@H](Cc3ccccc3)N(CCc3ccc(O)cc3)C(=O)C2=O)N(CCc2ccccc2)C1=O
 : 0% | -4% | .

Source: PubChem BioAssay (National Center for Advancing Translational Sciences (NCATS))

Rows were taken by chance, and some 18% of all compounds hit somewhere here.
